Yp Topo-I inh: Y. pestis Topo-I inhibition via cleavage products; Y. pestis Topo-I cleavage product accumulation, plate reader; activity, % at 10 µM; 360,000 tested, 0.064% active; AID 504884; in the data active = activity above about 50%, passing the limit was not always enough; inconclusive = no clear call, values can overlap the other calls; note: inactives centre near 2
FadD28 binding: M. tuberculosis FadD28 bisubstrate binding inhibition; 360,000 tested, 0.22% active; FadD28 bisubstrate probe binding, fluorescence polarization; inhibition, % at 12.5 µM; AID 588549; in the data active = inhibition above about 8.5%, passing the limit was not always enough; inconclusive = no clear call, values can overlap the other calls
PfHsp40 yeast: rescue of PfHsp40-mediated yeast toxicity. S. cerevisiae expressing PfHsp40, growth rescue, ATP luminescence. growth rescue, % at 12.5 µM. 340,000 tested, 0.68% active; in the data active = growth rescue above about 28%, passing the limit was not always enough; inconclusive = no clear call, values can overlap the other calls;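 note: yeast W303a lacking pdr1 and pdr3 grown in galactose medium; growth measured after three days at 30 °C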
BoNT F protease: inhibitors of Botulinum neurotoxin F light chain protease; 360,000 tested, 0.22% active; inhibition, % at 10 µM; Multiplex microsphere protease cleavage assay, flow cytometry; AID 588497; in the data active = inhibition above about 35%, passing the limit was not always enough; inconclusive = no clear call, values can overlap the other calls; note: plate controls were buffer without enzyme for full effect and enzyme alone for no effect
BoNT A protease: blocks Botulinum neurotoxin A light chain protease; AID 588499; multiplex microsphere protease substrate cleavage, flow cytometry; inhibition, % at 10 µM; 360,000 tested, 0.17% active; note: plate controls were buffer without enzyme for full effect and enzyme alone for no effect
PrPC TRFRET: inhibitors of human cell surface prion protein PrPC | inhibition, % at 13.8 µM | P04156 | TR-FRET read-out | 370,000 tested, 0.43% active; in the data active = inhibition above about 24%; note: 0% = median of the test wells and 100% = reference compound wells
CCHF vOTU inh: blocks the CCHF virus ovarian tumor domain protease | CCHFV vOTU protease, Pep-AMC fluorescence | AID 651958 | 370,000 tested, 0.55% active | inhibition, % at 11.5 µM; in the data active = inhibition above about 30%; note: 0% = vehicle wells with enzyme and 100% = no enzyme wells
Anthrax LF prot: anthrax lethal factor protease inhibition; P15917; multiplex microsphere protease cleavage assay, LF; inhibition, % at 10 µM; 360,000 tested, 0.12% active; AID 588501; note: plate controls were buffer without enzyme for full effect and enzyme alone for no effect
TcdB inh: TcdB glycohydrolase inhibition. P18177. inhibition, % at 9.99 µM. TcdB glycohydrolase enzymatic assay, plate reader. 350,000 tested, 0.24% active; in the data active = inhibition above about 10%
Target sequence (P18177 whole entry, looked up): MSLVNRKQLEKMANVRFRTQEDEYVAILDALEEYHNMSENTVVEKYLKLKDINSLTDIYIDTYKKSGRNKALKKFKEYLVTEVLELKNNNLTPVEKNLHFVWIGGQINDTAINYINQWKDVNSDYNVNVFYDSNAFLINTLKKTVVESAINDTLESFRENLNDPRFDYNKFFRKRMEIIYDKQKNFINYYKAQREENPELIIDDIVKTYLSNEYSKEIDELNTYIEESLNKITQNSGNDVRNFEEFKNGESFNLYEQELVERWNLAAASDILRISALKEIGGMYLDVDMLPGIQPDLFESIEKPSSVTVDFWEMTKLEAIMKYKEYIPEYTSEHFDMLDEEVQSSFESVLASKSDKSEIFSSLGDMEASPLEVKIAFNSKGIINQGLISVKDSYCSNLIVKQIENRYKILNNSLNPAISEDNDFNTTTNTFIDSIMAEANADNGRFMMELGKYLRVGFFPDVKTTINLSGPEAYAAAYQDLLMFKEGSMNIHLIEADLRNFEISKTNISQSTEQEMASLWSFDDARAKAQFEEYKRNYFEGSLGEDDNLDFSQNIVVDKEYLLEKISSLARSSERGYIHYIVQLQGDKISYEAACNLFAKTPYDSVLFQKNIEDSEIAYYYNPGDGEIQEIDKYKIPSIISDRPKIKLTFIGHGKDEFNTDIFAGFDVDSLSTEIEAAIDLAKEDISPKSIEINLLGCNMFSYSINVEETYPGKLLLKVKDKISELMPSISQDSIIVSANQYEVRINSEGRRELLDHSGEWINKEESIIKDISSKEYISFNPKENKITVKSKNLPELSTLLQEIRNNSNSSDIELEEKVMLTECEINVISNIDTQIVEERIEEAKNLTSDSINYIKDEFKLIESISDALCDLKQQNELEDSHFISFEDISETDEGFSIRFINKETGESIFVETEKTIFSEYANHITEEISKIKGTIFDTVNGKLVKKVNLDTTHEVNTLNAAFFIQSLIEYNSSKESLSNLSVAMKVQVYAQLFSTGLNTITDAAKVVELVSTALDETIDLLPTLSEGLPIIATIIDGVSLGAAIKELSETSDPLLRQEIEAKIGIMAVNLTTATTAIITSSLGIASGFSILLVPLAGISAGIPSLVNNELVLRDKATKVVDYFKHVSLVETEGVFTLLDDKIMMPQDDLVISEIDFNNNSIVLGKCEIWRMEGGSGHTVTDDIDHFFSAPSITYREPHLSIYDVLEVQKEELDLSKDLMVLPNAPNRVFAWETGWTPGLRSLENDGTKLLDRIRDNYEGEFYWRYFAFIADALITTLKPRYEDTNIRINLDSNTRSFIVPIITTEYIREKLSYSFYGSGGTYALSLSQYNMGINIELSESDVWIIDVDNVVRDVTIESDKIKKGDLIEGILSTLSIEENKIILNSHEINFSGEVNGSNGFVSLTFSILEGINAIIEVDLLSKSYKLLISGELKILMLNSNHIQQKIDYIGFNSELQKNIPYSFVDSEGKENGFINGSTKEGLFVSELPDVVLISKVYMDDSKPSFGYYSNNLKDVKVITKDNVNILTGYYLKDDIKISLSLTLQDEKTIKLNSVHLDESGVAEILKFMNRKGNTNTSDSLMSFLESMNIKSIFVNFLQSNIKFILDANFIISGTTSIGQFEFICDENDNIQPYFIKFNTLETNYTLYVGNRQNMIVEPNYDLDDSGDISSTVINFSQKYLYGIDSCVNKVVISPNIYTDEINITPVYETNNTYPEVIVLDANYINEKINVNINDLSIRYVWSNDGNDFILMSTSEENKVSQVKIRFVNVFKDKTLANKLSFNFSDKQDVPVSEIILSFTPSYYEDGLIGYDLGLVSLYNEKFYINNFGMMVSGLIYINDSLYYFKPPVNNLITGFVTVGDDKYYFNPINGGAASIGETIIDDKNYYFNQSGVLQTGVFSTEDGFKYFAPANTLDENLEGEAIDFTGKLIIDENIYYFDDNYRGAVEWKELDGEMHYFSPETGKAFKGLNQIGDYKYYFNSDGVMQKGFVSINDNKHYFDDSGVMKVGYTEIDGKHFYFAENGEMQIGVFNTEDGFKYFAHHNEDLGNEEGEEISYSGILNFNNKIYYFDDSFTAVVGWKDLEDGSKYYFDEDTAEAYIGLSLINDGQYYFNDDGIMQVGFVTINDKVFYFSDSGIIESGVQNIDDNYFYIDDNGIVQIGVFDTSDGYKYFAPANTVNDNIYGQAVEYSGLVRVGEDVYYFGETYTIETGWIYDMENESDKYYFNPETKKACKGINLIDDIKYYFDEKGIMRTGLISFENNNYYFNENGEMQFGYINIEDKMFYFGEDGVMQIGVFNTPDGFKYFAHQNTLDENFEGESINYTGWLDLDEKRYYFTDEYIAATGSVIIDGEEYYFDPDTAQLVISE
Starred values were filed as active, the others as inactive; ? = inconclusive; · = no result given. Cut-off read from the data, not from the text of the source, unless noted: active = inhibition above about 30%; inconclusive = no clear call, values can overlap the other calls; inactive = below that.

SMILES	Yp Topo-I inh	FadD28 binding	PfHsp40 yeast	BoNT F protease	BoNT A protease	PrPC TRFRET	CCHF vOTU inh	Anthrax LF prot	TcdB inh
O=C(Nc1ccccc1C(F)(F)F)C1CCCC1	-5	-1.8	-1.7	11	1.9	5	-8	-2	-1.9
CC(CNS(=O)(=O)c1ccc(Cl)cc1)n1cncn1 (configuration not stated)	0	-1.5	0.3	-24	2.5	-4	13	-1	-6.0
CCc1nc2ccc(C(=O)N(CC)CCN(C)C)cn2c1N(C)C(=O)C1CCCCC1	-7	0.8	·	4	0.4	6	24	-9	-4.2
CS(=O)(=O)N1CCN(C(=O)c2ccccc2)C1	9	-0.4	-1.4	0	-0.5	-7	-1	-2	·
O=C1CN(C(=O)COC(=O)c2cccc(OCc3ccccc3)c2)c2ccccc2N1	37	-0.7	-0.9	-6	-0.2	2	8	-1	·
COCOCCn1cc(CN2CCS(=O)(=O)N(Cc3ccc(-c4ccc(F)nc4)cc3)C(C)C2=O)nn1 (configuration not stated)	-9	-2.5	·	-22	-2.0	-7	-14	1	0.8
COc1cc([C@@H]2CC=C(C(=O)O)[C@H](c3ccccc3)N2S(=O)(=O)c2ccc(C)cc2)cc(OC)c1OC	-3	-0.9	1.8	-11	0.0	3	-1	4	0.1
CN1c2ccsc2C(O)=C(C(=S)Nc2ccccc2)S1(=O)=O	1	-1.5	0.3	-4	-1.1	6	14	-6	·
O=C(NCc1ccc2c(c1)OCO2)C(=O)NCC1OCCCN1S(=O)(=O)c1ccccc1 (configuration not stated)	10	0.0	·	0	-0.2	8	3	-14	-6.5
COc1ccc(N2CCN(C3CCCN(C(=O)CCN4CCCCO4)C3)CC2)cc1 (configuration not stated)	1	2.4	-0.7	-7	0.7	2	14	2	0.8
COC(=O)c1sc(-c2ccccc2)cc1NC(C)=O	6	-1.4	1.5	-7	0.6	2	-3	-3	0.0
CSc1ccccc1N=Cc1nc(-c2ccccc2)oc1O	1	0.1	-1.4	-4	0.6	-1	-1	-8	·
COC(=O)NN1C(=O)C(c2ccccc2)=C(c2ccc(Cl)cc2)C1=O	-10	-1.4	1.5	?	0.3	-7	3	5	0.3
O=C(c1cc2c(s1)CCCCC2)N1CCN(c2ncccn2)CC1	9	0.5	1.0	5	-0.2	-5	3	2	·
CCn1c(SCc2ccccc2Cl)nc2nc3c(cc2c1=O)CCCC3	0	-3.3	0.7	-15	0.5	3	-4	-6	1.4
CCOc1cc(/C=C2\SC(=S)N(N3CCOCC3)C2=O)ccc1O	-4	·	0.7	-2	0.2	6	-7	-3	1.3
CCn1c(=O)[nH]c(=O)c2c(N)c(C(=O)c3cc(F)ccc3F)sc21	18	-3.3	-0.9	-2	0.7	-3	-10	-2	0.8
CC(=O)c1cccc(N(C(=O)CNC(=O)c2ccco2)C(C(=O)NC2CCCC2)c2ccc(C)o2)c1 (configuration not stated)	-2	0.3	1.0	-3	-0.5	-2	-13	-1	0.5
O=C(NCc1ccccc1)/C(=C/c1ccc(OC(F)F)cc1)c1ccccc1	39	-3.6	2.4	1	0.1	4	11	0	·
COc1cccc(C(C)(O)c2nc(-c3cc4ccccc4o3)cs2)c1 (configuration not stated)	1	-3.7	·	-4	-0.4	6	6	-6	1.0

Random excerpt: four compounds from above, in no set order.
SMILES	Yp Topo-I inh	FadD28 binding	PfHsp40 yeast	BoNT F protease	BoNT A protease	PrPC TRFRET	CCHF vOTU inh	Anthrax LF prot	TcdB inh
O=C(NCc1ccccc1)/C(=C/c1ccc(OC(F)F)cc1)c1ccccc1	39	-3.6	2.4	1	0.1	4	11	0	·
COc1cc([C@@H]2CC=C(C(=O)O)[C@H](c3ccccc3)N2S(=O)(=O)c2ccc(C)cc2)cc(OC)c1OC	-3	-0.9	1.8	-11	0.0	3	-1	4	0.1
COc1cccc(C(C)(O)c2nc(-c3cc4ccccc4o3)cs2)c1 (configuration not stated)	1	-3.7	·	-4	-0.4	6	6	-6	1.0
CS(=O)(=O)N1CCN(C(=O)c2ccccc2)C1	9	-0.4	-1.4	0	-0.5	-7	-1	-2	·

Profiles from above. Order of screens: Yp Topo-I inh	FadD28 binding	PfHsp40 yeast	BoNT F protease	BoNT A protease	PrPC TRFRET	CCHF vOTU inh	Anthrax LF prot	TcdB inh
CCn1c(=O)[nH]c(=O)c2c(N)c(C(=O)c3cc(F)ccc3F)sc21 is listed as 18	-3.3	-0.9	-2	0.7	-3	-10	-2	0.8
COc1cccc(C(C)(O)c2nc(-c3cc4ccccc4o3)cs2)c1 (configuration not stated) is listed as 1	-3.7	·	-4	-0.4	6	6	-6	1.0

Additional records follow:
SMILES	Yp Topo-I inh	FadD28 binding	PfHsp40 yeast	BoNT F protease	BoNT A protease	PrPC TRFRET	CCHF vOTU inh	Anthrax LF prot	TcdB inh
OC(c1ccccc1)(C1CCCCC1)C(CN1CCOCC1)c1ccccc1 (configuration not stated)	30	-2.5	0.1	-13	-2.2	-1	14	-16	-0.1
Cn1c(=O)c(C(=O)CSc2nnc(Nc3ccccc3)s2)c(N)n(Cc2ccccc2)c1=O	11	-0.9	-0.2	-6	-0.4	16	-5	-3	·
COc1cc(/C=C/C(=O)Nc2ccc3nc4n(c(=O)c3c2)CCCC4)cc(OC)c1OC	20	-3.9	-1.3	-5	-0.2	-16	-7	0	2.5
Cn1c(=O)c2ncn(CC(=O)O)c2n(C)c1=O	4	-3.3	0.2	?	-13	-8	1	-7	0.8
O=C(Nc1ccc(Cl)c(C(F)(F)F)c1)NC1CC2CCCC(C1)N2C1CC1 (configuration not stated)	5	0.8	-0.5	1	-0.1	-6	8	1	·
O=C(NCc1ccccc1)N(Cc1cc2cc3c(cc2[nH]c1=O)OCO3)CC1CCCO1 (configuration not stated)	-7	-0.1	-0.5	5	-1.0	-1	-14	-14	·
COc1cc2c(cc1OC)C(c1ccccc1C(F)(F)F)CC(=O)N2 (configuration not stated)	-1	-2.4	3.4	-22	-2.5	10	-6	-10	1.2
O=C(c1ccc(Cl)c(Cl)c1)N1CCCC1	-1	-2.6	-0.6	2	0.4	-2	10	2	·
CCC(C)Sc1ccc([C@H]2N[C@@](CC(C)C)(C(=O)OC)[C@H]3C(=O)N(C)C(=O)[C@@H]23)cc1 (some centres not stated)	30	-1.9	1.1	3	-0.5	-4	4	2	2.1
CC1CCCC(NCC(O)COC(c2ccc(F)cc2)c2ccc(F)cc2)C1C (configuration not stated)	-5	-5.2	0.8	-11	-0.6	12	3	-2	1.0
CCN(CCn1cccn1)C(=O)CC1C(=O)NCCN1Cc1ccc(OC)c(OC)c1 (configuration not stated)	3	-0.6	-0.4	0	-0.1	0	-2	-2	0.8
CCOC(=O)c1[nH]nc2c1C(=O)N(Cc1ccccc1)C2=O	5	-5.0	-0.8	?	0.3	-1	9	12	·
C=CCNC(=S)N/N=C(\C)c1ccc(-n2ccnc2)cc1	6	-0.5	0.3	-8	-0.8	3	12	-12	2.0
CCOC(=O)c1c(NC(=O)CN2CCN(C(=O)c3ccco3)CC2)sc2c1CCCC2	4	-1.6	-0.6	-8	-0.6	-2	-8	-1	·
COCCNC(=O)C(c1ccc(C)o1)N(C(=O)C(=O)NC1CCCCC1)c1ccc(F)cc1 (configuration not stated)	9	-1.8	2.6	0	0.7	-1	-5	-3	1.3
O=C(O)C1=CC2c3ccccc3C1c1ccccc12	-6	1.6	-0.2	?	-5.8	4	-1	2	1.5
CCN(CC)S(=O)(=O)c1cc(-c2nnc(-c3ccc(Br)cc3)o2)ccc1Cl	18	-0.7	1.7	-3	-0.3	-3	-18	-5	·
Cc1ccc(NC(=O)NC2(C(=O)NCc3ccco3)CCCCC2)cc1	7	-0.4	-0.1	-4	0.7	-1	-6	5	·
CN1c2ccc([N+](=O)[O-])cc2CC2(C(=O)NC(=O)N(c3ccccc3)C2=O)C1c1ccccc1 (configuration not stated)	7	-5.4	-0.5	6	2.0	6	-8	-1	0.5
Cc1ccc(NC(=O)C2CCN(C(=O)c3ccccc3C)CC2)cc1	-2	-0.8	-2.0	-1	-0.4	-2	-5	-2	1.5
O=S(=O)(c1ccc(Cl)s1)N1CCN(Cc2ccccc2)CC1	11	0.2	0.0	0	-0.3	2	6	-3	·
O=C(CCCN1CCOC(c2ccccc2)C1)c1ccc(F)cc1 (configuration not stated)	24	-0.6	1.2	-6	1.5	-5	10	8	0.1
CCOC(=O)C1CCCN(C(=O)C2CCN(Cc3nc(-c4ccc(Cl)cc4)oc3C)CC2)C1 (configuration not stated)	14	-2.5	-0.3	1	1.0	1	11	-2	1.4
O=C(CCSCc1ccccc1Cl)NC1CCCCC1	20	-12	-0.2	-1	0.5	-6	1	-3	0.3
CCN(CC(=O)NCc1ccc(F)cc1)C(=O)/C=C/c1ccc(OC)c(S(=O)(=O)NC(C)C)c1	5	2.8	-0.7	-10	0.0	-1	-2	4	-0.9
COc1ccc(-c2coc3c(C(=O)NCCc4ccccc4)cccc23)c(C)c1	7	0.1	·	-8	-0.2	10	14	-1	1.0
O=C(OCC(=O)N1CCN(C(=O)COC(=O)c2ccc(O)cc2O)CC1)c1ccc(O)cc1O	-2	-2.5	-0.8	·	·	3	1	·	2.1
CC(=O)NC(=S)Nc1ccc(NC(=O)COc2ccc(Cl)cc2)cc1	-7	-2.7	0.8	3	0.1	41*	11	-1	·
CCCCc1c(O)nc(SCC(=O)N2CCOCC2)n(-c2ccc(OC)cc2)c1=O	1	?	0.3	2	0.2	4	-12	-1	-0.9
Cc1cc(/C(N)=N/OC(=O)Nc2ccc(Cl)cc2)no1	3	-4.2	0.9	?	-4.8	-1	-1	-16	-0.1
Cc1ccc(S(=O)(=O)NCCn2nc(C)cc2C)cc1	-4	-1.8	2.2	-2	-1.4	-4	19	0	-2.3
CN1CCc2c(sc(NC(=O)c3ccc([N+](=O)[O-])o3)c2C(N)=O)C1	-7	0.3	-0.4	-15	-0.1	44*	18	-5	2.0
CCc1nc2ccc(C(=O)Nc3ccc(OC)c(OC)c3)cn2c1N(C)Cc1cccs1	9	-0.8	·	4	0.2	0	6	0	0.7
CC(=O)c1cnc(SCC(=O)O)nc1C	-8	-2.7	-0.9	1	-1.2	2	5	-4	0.7
CCN(CC)S(=O)(=O)c1ccc(N)cc1	4	-1.1	-1.6	-5	-0.4	-2	5	-6	2.5
Nc1c2c(nc3ccn(Cc4ccccc4)c(=O)c13)CCC2	1	-5.5	0.6	4	0.2	2	-2	0	·
CCCCn1c(N)c(N(CC(C)C)C(=O)C2CCN(S(=O)(=O)c3ccc(C)cc3)CC2)c(=O)[nH]c1=O	5	0.5	0.8	10	0.1	1	5	-2	1.4
Cc1ccc(CN2C3CCCC2CC(NC(=O)Nc2cccc(F)c2)C3)cc1 (configuration not stated)	-11	-6.9	1.0	-3	-0.4	-9	9	-4	0.2
Cn1cc(CNC(=O)c2ccc(OC3CCN(Cc4ccccn4)CC3)cc2)cn1	11	0.4	1.2	-2	-3.4	0	13	-1	1.9
COC(=O)C1CCN(C(=O)CN2C(=O)NC(CC(C)C)C2=O)CC1 (configuration not stated)	4	-1.1	0.5	3	0.0	1	0	-7	-0.2
CSc1nc(C)cc(C)c1C(N)=O	3	-0.5	1.2	·	·	-2	0	·	·
Cc1ccc(S(=O)(=O)N2CCN(C(=O)COC(=O)/C=C/c3ccccc3)CC2)c(C)c1	28	-2.7	0.4	-1	-0.1	5	0	6	2.3
Cc1cc(C)cc(C(=O)OCC(=O)NC2CCCC2)c1	-2	-4.1	-0.1	6	-1.0	5	10	-4	-0.1
O=C(NCCN1CCC(n2c(=O)[nH]c3ccccc32)CC1)N1c2ccccc2Sc2ccccc21	·	·	·	-2	-0.2	2	-1	2	-0.4
CCOc1cc(C2NC(=O)NC(O)(C(F)(F)F)C2C(=O)c2ccc(OC)cc2)ccc1O (configuration not stated)	2	-1.2	-1.1	7	-0.5	4	3	-6	·
COc1ccc(C2=C(O)C(C)N(c3ccccc3)C2=N)cc1OC (configuration not stated)	-1	0.1	-1.5	-4	1.0	-4	-9	0	·
c1ccc(-c2nc(-c3ccccn3)nc(-c3ccccn3)n2)nc1	8	-1.3	19	·	·	-1	1	·	0.4
Cc1c(Cl)cccc1NC(=O)c1cc(S(=O)(=O)N2CCOCC2)cn1C	0	-1.7	0.4	1	-0.3	7	1	2	0.2

Screening results from PubChem BioAssay.
